Compound activity: PubChem BioAssay, National Center for Advancing Translational Sciences (NCATS)
KDM4E inh: blocks human JMJD2E demethylase activity; JMJD2E catalytic domain, FDH-coupled NADH fluorescence (FDH is formaldehyde dehydrogenase); Potency, µM (top dose mostly 57.1 µM), for the others: at the top dose activity change, negative = inhibition, most hits filed as inhibitors; 1.6% of 230,000 active; AID 2147; active = well fitted inhibition curve with a large enough effect, not every such curve was filed as active; inconclusive = small, poorly fitted or top-dose-only effect, or another doubt; inactive = no such curve, though single readings can be large or run the other way;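 note: 0% = wells with enzyme and -100% = buffer wells without enzyme; nearly all actives have a fitted effect of over 50% in size; many of its hits are not listed in these tables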
Target sequence (B2RXH2 1-337 limits assumed): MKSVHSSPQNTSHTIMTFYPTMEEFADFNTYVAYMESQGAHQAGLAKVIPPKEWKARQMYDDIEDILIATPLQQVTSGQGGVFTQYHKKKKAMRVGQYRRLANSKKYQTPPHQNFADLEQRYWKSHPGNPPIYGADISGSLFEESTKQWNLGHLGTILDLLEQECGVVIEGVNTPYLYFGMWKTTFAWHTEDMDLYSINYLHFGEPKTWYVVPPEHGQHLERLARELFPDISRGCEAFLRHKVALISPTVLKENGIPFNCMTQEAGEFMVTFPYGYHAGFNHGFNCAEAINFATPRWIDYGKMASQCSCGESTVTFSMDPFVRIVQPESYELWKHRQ
GAA inh: blocks human lysosomal alpha-glucosidase. purified human GAA, 4-MU-alpha-glucoside fluorescence. Potency, µM (top dose mostly 76.9 µM), inactives show at the top dose activity change, negative = inhibition, actives largely listed as inhibitors. 0.005% of 200,000 active;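 note: plate controls were uninhibited enzyme wells for no effect and no-enzyme background for full effect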
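Endpoint fluorogenic read: 20 min room-temperature reaction of 4 nM human alpha-glucosidase with 400 uM 4-methylumbelliferyl-alpha-D-pyranoside, pH 5.0, quenched with 1M NaOH/1M glycine pH 10. AC50 from Hill modeling.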
GAA spleen mod: lysosomal alpha-glucosidase (human) modulation. 0.006% of 240,000 active. human spleen homogenate, 4-MU-alpha-glucoside fluorescence. P10253. Potency, µM (doses to about 79.9 µM), for the others: at the top dose activity change, negative = inhibition, hits mostly inhibitors;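 note: 0% = enzyme with vehicle and -100% = no enzyme basal signal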
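Human spleen homogenate (1 ug) incubated with compounds and 1 mM 4-methylumbelliferyl-alpha-D-glucopyranoside in pH 5.0 citrate/phosphate buffer, 37 C, 40 min. Stopped at pH 10; 4-MU fluorescence (Ex 365/Em 440 nm); AC50 by Hill fit.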
SMN2 splice enh: increases expression of the SMN2 splice variant | HEK293 SMN2-luciferase splicing reporter, luminescence, 30-36 h | 2.8% of 210,000 active | Potency, µM (series often up to 46.1 µM), without a hit: at the top dose activity change, positive = activation, usual class: activators | AID 1458; note: % of control where 0% means no effect; nearly all actives have a fitted effect of over 55% in size
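HEK293 cells carry an SMN2 […]–luciferase reporter in which exon 7 inclusion puts luciferase in frame. Cells were plated 10-12 h before compound addition, then incubated 30-36 h at 37C. ONE-Glo luminescence was read; sodium butyrate at 4.5 mM final served as control.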
GoLoco inh red: blocks human Gai1 binding to RGS12 GoLoco peptide, red readout; P63096; Gai1:RGS12 GoLoco peptide FP, rhodamine, 10 min; Potency, µM (titrated, usually from 61.6 µM), for the others: at the top dose activity, negative = inhibition, usual class: inhibitors; 0.44% of 230,000 active; active = well fitted inhibition curve with a large enough effect, not every such curve was filed as active; inactive = no such curve, though single readings can be large or run the other way; note: % is set by controls: 0 for no effect and ±100 for the full control effect; nearly all actives have a fitted effect of over 30% in size; many of its hits are not listed in these tables
aGal spleen mod: inhibitors or activators of human alpha-galactosidase in spleen homogenate. Potency, µM (series often up to 80 µM), without a hit: at the highest dose activity change, negative = inhibition, usual class: inhibitors. human spleen homogenate, 4MU-alpha-Gal fluorescence, 40 min. 0.008% of 240,000 active. P06280;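 note: 0% = enzyme with vehicle and -100% = no enzyme basal signal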
Target sequence (P06280 32-429 limits assumed): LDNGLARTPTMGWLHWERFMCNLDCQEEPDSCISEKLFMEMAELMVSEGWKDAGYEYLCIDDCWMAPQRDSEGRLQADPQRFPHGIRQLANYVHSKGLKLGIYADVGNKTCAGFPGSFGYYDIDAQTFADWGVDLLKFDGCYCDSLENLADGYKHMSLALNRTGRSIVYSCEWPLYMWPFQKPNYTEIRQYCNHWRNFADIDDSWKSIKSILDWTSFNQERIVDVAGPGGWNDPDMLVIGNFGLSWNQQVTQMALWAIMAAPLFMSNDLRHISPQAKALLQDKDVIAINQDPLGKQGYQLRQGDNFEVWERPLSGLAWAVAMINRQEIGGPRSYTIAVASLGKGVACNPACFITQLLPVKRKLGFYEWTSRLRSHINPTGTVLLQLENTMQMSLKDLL
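Fluorogenic readout (Ex 365/Em 440 nm) of 4-methylumbelliferone released from 1 mM 4-MU-alpha-galactoside by spleen homogenate, 40 min at 37C, pH 5.0. Data normalized to no-enzyme and enzyme controls; Hill-equation AC50 from compound titrations.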
ALDH1A1 block: inhibitors of human aldehyde dehydrogenase 1A1; Potency, µM (highest dose often 75.3 µM), without a hit: at the top dose activity, negative = inhibition, most hits filed as inhibitors; P00352; 7.3% of 220,000 active; Purified ALDH1A1, NADH fluorescence, propionaldehyde substrate; active = well fitted inhibition curve with a large enough effect, not every such curve was filed as active; inconclusive = small, poorly fitted or top-dose-only effect, or another doubt; inactive = no such curve, though single readings can be large or run the other way;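 note: plate controls were no enzyme wells and a reference inhibitor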
GAA glycogen: alters human alpha-glucosidase cleavage of glycogen | P10253 | recombinant GAA, glycogen substrate, Amplex Red glucose oxidase fluorescence | Potency, µM (series often up to 76.4 µM), for the others: at the top dose activity change, negative = inhibition, hits mostly inhibitors | 0.38% of 300,000 active | AID 2100;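 note: 0% = full enzyme reaction and -100% = no-enzyme basal signal; the screen sought inhibitors and activators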
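Recombinant enzyme (4 nM final) with compounds titrated up to 77 uM and bovine liver glycogen (30 ug) in citrate pH 5.0, 0.01% Tween-20, 37 C 40 min. Released glucose detected by Amplex Red/glucose oxidase (Ex 573/Em 610); AC50 from Hill fits.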
* hit, by the source's call; u = inconclusive; x = not tested or not shown; & = joins results of further samples; [ ] = dose if it differs, or a comment. Unless noted, calls come from the whole dose curve; as a rule, active = well fitted curve in the direction sought with a large enough effect; inconclusive = small, poorly fitted or top-dose-only effect, or another doubt; inactive = no such curve, though single readings can be large; an effect the other way counts as inactive or inconclusive. Potency is the fitted concentration of half-maximal effect. Only part of the results is shown, so the mix of outcomes need not match the whole.

Every second line gives: KDM4E inh	GAA inh	GAA spleen mod	SMN2 splice enh	GoLoco inh red	aGal spleen mod	ALDH1A1 block	GAA glycogen
> COc1ccccc1-n1cc(-c2ccc(Cl)cc2)[nH]c1=O
  1%	u	-13%	-14%	-2%	-5%	11µM*	2%
> COc1ccccc1CNC(=O)COC(=O)c1cccnc1SCC(=O)NCc1ccccc1OC
  u	0%	5%	1%	63%[activator]	-1%	u	1%
> Cc1cc(C)c(C#N)c(SCC(=O)NN2CC(=O)N(c3ccccc3F)CC2=O)n1
  1%	9%	4%	-4%	-55%	12%	u	-3%
> CCOc1ccc(NC(=O)C2CC(=O)N=C(N)S2)cc1 (stereo not given)
  -6%	-5%	0%	-9%	-13%	-2%	u	-4%
> COc1ccc(CN(CC(=O)NC2CCCCC2)C(=O)CCCC(=O)Nc2ccccn2)cc1
  -4%	9%	5%	0%	0%	4%	u	-2%
> O=C(O)c1ccccc1C(=O)N1CC=C(c2ccccc2)CC1
  -1%	-7%	1%	x	x	0%	4%	0%
> O=C(CCSc1ccc(Cl)cc1)NC1CCCCC1
  3%	1%	-6%	1%	-17%	-10%	11%	11%
> CC(=O)N1CCN(c2ccc([N+](=O)[O-])c(-n3nc(C)cc3C)c2)CC1
  0%	-2%	-3%	10%	-2%	2%	-2%	-5%
> Cc1nc(-c2cccc(NS(C)(=O)=O)c2)cs1
  -3%	-4%	8%	-2%	9%	9%	4%	5%
> COc1cc(NC(=S)NC(=O)C(C)C)ccc1NC(=O)c1cc2ccccc2o1
  11%	4%	-28%	-19%	10%	5%	5%	-5%
> COc1ccc(-n2ccnc2SCC(=O)NCc2ccco2)c(OC)c1
  8%	-6%	-2%	-16%	7%	0%	5%	-9%
> Cc1ccc(SC2CC(=O)N(c3ccc4c(c3)OCCO4)C2=O)cc1 (stereo not given)
  8%	10%	-3%	16%	4%	1%	2.5µM*	-9%
> CCN1CCN(C(=O)c2ccccc2N(Cc2ccccc2)S(C)(=O)=O)CC1
  2%	-12%	1%	3%	1%	u	-3%	-4%
> CC(C)C(NC(=O)C1CCCCC1)C(=O)N1CCN(c2ccc(F)cc2)CC1 (stereo not given)
  -11%	-2%	4%	x	x	12%	-5%	3%
> O=C(O)CCC/C=C\C[C@@H]1[C@@H](/C=C/[C@@H](O)COc2cccc(Cl)c2)[C@H](O)C[C@@H]1O
  1%&0%	-2%[15.4 µM]	-5%&-9%&-5%&4%&-4%	8%&-1%&-17%	0%&-9%&7%&10%	-7%&-1%&3%&-4%&-22%	4%&-1%&-3%&-4%	0%
> COc1ccccc1NC(=O)c1ccccc1NS(C)(=O)=O
  -5%	-6%	-5%	-6%	8%	-3%	-2%	3%
> O=C1c2ccccc2C(Nc2ccc(Cl)cn2)N1c1cccnc1 (stereo not given)
  5%	-3%	-2%	0%	2%	-4%	-7%	-8%
> CCOc1ccc(N2C(=O)CC(NCCNc3ccc(C(=O)c4cccs4)cc3)C2=O)cc1 (stereo not given)
  u	4%	4%	-12%	2%	1%	22µM*	13%
> COC(=O)Nc1sc2c(c1C(N)=O)CCCCCC2
  -3%	-6%	3%	-1%	-8%	7%	8.9µM*	-26%
> COc1ccccc1NC(=O)Cn1nc(C(F)(F)F)c2c1CCCC2
  2%	u	-4%	3%	-4%	0%	2%	6%
> OCCn1c(C(F)(F)F)nc2ccccc21
  -2%	1%	5%	2%	10%	11%	10%	-4%
> Cc1ccc(S(=O)(=O)Cc2ccc(C(=O)OCc3ccccc3)cc2)cc1
  -2%	-14%	-10%	-15%	0%	6%	1%	6%
> Cc1ccc(C(=O)NCCc2cccc(Cl)c2)cc1[N+](=O)[O-]
  0%	5%	-1%	24%	7%	-10%	-5%	-1%
> C/C(O)=C(\C#N)P(=O)(c1ccccc1)c1ccccc1
  -5%	x	-1%	x	5%	-5%	x	3%
> O=C(CSc1nnc(-c2cccs2)n1CC1CCCO1)N1CCCC1 (stereo not given)
  -7%	0%	-1%	-5%	-17%	-6%	-2%	-6%
> COn1c(SCc2ccc(C)cc2C)nc2ccccc2c1=O
  -1%	-1%	-11%	-27%	-6%	-3%	-2%	-1%
> Cc1ccccc1NS(=O)(=O)c1ccc2[nH]c(=O)[nH]c2c1
  12%	12%	-2%	-2%	9%	-6%	-5%	7%
> Cc1cnc2cc(Cl)ccc2c1SCC(=O)O
  8%	-7%	1%	-9%[9.22 µM]	1%[14.2 µM]	-6%	2%[13.5 µM]	1%
> CC(C)(C)c1ccc(NC(=O)N2CCN(c3ccc([N+](=O)[O-])cn3)CC2)cc1
  67%[activator]	x	-13%	x	8%	3%	x	-3%
> COCCCN=Cc1c(-c2ccccc2)[nH]n(-c2nc3ccccc3s2)c1=O
  -4%	x	-2%	x	154%[activator]	4%	x	-4%
> CCn1c(CNc2cccc(C(F)(F)F)c2)n[nH]c1=S
  -5%	-5%	7%	x	10%	5%	-2%	-14%
> O=C(CCN1CCN(c2ccccc2F)CC1)c1ccc(Br)cc1
  25µM*	-2%	-8%	x	x	1%	u	-9%
> Cc1cc(C)c(C#N)c(OCC(=O)c2ccc(Br)cc2)n1
  -3%	-4%	1%	-11%	-1%	-5%	u	-3%
> CC(=O)Nc1ccc(S(=O)(=O)NC2(C(F)(F)F)C(=O)Nc3c2c(=O)n(C)c(=O)n3C)cc1 (stereo not given)
  -5%	0%	-4%	10%	-11%	8%	u	1%
> CCC(C)c1ccc(NC(=O)CC(C)=O)cc1 (stereo not given)
  0%	-5%	-8%	13%	5%	16%	1%	0%
> O=C(COC(=O)C1CCCCC1)Nc1cc([N+](=O)[O-])ccc1F
  1%	1%	1%	2%	1%	-2%	u	-2%
> CCCOc1ccc(C(=O)CCNc2ccc(C)c(Cl)c2)cc1
  3%	7%	-8%	-9%	2%	-4%	18µM*	4%
> Cc1ccccc1CSc1nc2c(c(=O)[nH]1)CCCC2
  2%	-2%	-5%	-4%	-90%	-4%	10%	-1%
> COC(Cn1c2c(c3cc(C)ccc31)CCCC2NCc1ccccc1)OC (stereo not given)
  -11%	x	-4%	x	3%	-10%	x	-2%
> CC1C(=O)NN=C1C(=O)N/N=C/c1cccs1 (stereo not given)
  1%	5%	2%	12%	-2%	-6%	1%	u
> COC(=O)C1=C(C)N(c2cc(C)cc(C)c2)/C(=C/c2ccco2)C1=O
  -26%	-11%	-4%	-39%[inhibitor]	0%	-11%	-8%	-3%
> O=C(Cn1cc(C(F)(F)F)ccc1=O)N/N=C/c1ccc(Cl)cc1Cl
  2%	-6%	-12%	u	1%	-13%	3%	0%
> COC(=O)C[C@H]1c2ccccc2C2=C(C[C@@H](C)[C@H]3C(=O)NC(=O)[C@@H]23)N1C(=O)OC
  2%[11.4 µM]	x	16%[17.4 µM]	9%[9.22 µM]	-9%[14.2 µM]	7%[17.5 µM]	-2%[13.5 µM]	x
> O=S(=O)(N/N=C\C=C\c1ccccc1)c1ccc(Cl)cc1
  2%	-1%	11%	-3%	0%	11%	3%	-2%
> CCCn1nnc(NC(=S)NC(=O)CC)n1
  -15%	u	-6%	-2%	2%	-4%	u	-12%
> Cn1c(C(=O)N2CCCc3ccccc32)cc2c(=O)n3ccccc3nc21
  u	0%	5%	12%	12%	25%	u	0%
> O=C(NCC1COc2ccccc2O1)C1CCCN(S(=O)(=O)c2cccc3cccnc23)C1 (stereo not given)
  2%	-1%[15.4 µM]	-1%	-34%	13%	4%	u	6%
> O=C1C(Cl)=C(NC2CCCCC2)C(=O)N1Cc1ccccc1
  -19%	3%	0%	-31%[inhibitor]	8%	3%	-9%	-4%
> OC1(c2ccc(Br)cc2)CN(c2ccccc2)C2=[N+]1CCS2 (stereo not given)
  -12%	-2%	-4%	-34%[inhibitor]	0%	-1%	-9%	-4%
> COc1ccc(Cl)cc1NC(=O)CN(C)CC(=O)Nc1ccccc1N1CCOCC1
  -5%	-4%	5%	-24%	2%	1%	-4%	0%
> CS(=O)(=O)Nc1cccc(-c2cncnc2Nc2ccccc2)c1
  x	x	1%	x	3%	1%	5%	x
> CC(C)CCn1c(=O)c2ccccc2n2c(CN(C)Cc3ccccc3)nnc12
  -9%	u	-5%	-19%	-4%	1%	u	-2%
> O=C(CSc1n[nH]c(=O)[nH]c1=O)Nc1ccc2c(c1)C(=O)c1ccccc1C2=O
  -15%	x	-11%	x	-10%	0%	x	6%
> CC1=N/C(=C\c2ccc([N+](=O)[O-])cc2)C(=O)N1c1cc(Cl)ccc1C
  0%	-3%	-3%	-21%	24%	2%	11µM*	8%
> Cc1ccc(-c2noc(CN(C(=O)Cc3ccccc3)C(C)C)n2)cc1
  -2%	-8%	-9%	16%	13%	1%	u	-3%
> O=S(=O)(NC(=S)NC1CCCCC1)c1ccccc1
  -4%	-7%	-19%	8%	-1%	4%	22µM*	-22%
> CC(=O)c1cnc(-c2cccc(Cl)c2)s1
  0%	7%	2%	u	7%	-3%	-4%	10%
> O=C(COc1ccc(S(=O)(=O)NC2CCCC2)cc1)N1CCCCCC1
  11%	-1%	2%	x	1%	-4%	16%	-4%
> CNC(=O)[C@H]1O[C@@H](n2cnc3c(NCc4cccc(I)c4)ncnc32)[C@H](O)[C@@H]1O
  x	x	-14%&2%	21%&11%	8%&7%	10%&-2%	1%&4%	x
> COc1ccc(CNc2nc(-c3ccccc3)nn2C(=O)c2ccc([N+](=O)[O-])cc2)cc1
  u	3%	3%	u	1%	-21%	-11%	-3%
> CCCc1[nH]nc2c1C(c1cccc(OC(=O)c3ccco3)c1)C(C#N)=C(N)O2 (stereo not given)
  -22%	-12%	-22%	25%	11%	6%	8.9µM*	-22%
> COc1ccccc1NC(=O)c1ccc2nc(-c3ccccc3)c(-c3ccccc3)nc2c1
  -3%	1%	-2%	-11%	15%	3%	-8%	-9%
